TPT1 inh = inhibitors of Candida albicans tRNA 2'-phosphotransferase TPT1; actives 0.81% (n = 300,000); recombinant caTPT1, FP RNA substrate dephosphorylation; inhibition, % at 5 µM;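 active means inhibition above the mean of all tested compounds plus 3 SD, set per screening campaign, cut at about 24% in these data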;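 further: plate controls were DMSO alone for no effect and ferristatin control at 100 nM for full effect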
HCV core dimer = HCV core protein dimerization inhibition; TR-FRET GST/Flag-core106 dimerization, 1536-well; inhibition, % at 5 µM; actives 0.33% (n = 300,000);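 active means inhibition above the mean of all tested compounds plus 3 SD, set per screening campaign, cut at about 45% in these data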
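System: GST-tagged and Flag-tagged HCV core protein residues 1-106 / Input: core106 proteins, GST 13.5 nM and Flag 17 nM / Buffer or medium: KF-containing HEPES buffer, pH 7.45, DTT, CHAPS, BSA / Probe or stimulus: Eu-anti-GST and XL665-anti-Flag labelled anti-tag antibodies / Schedule: 4 h, 22.5 °C incubation / Technique: TR-FRET 671 and 617 nm emission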
Yeast superoxide = caloric restriction mimetics inhibiting age-related superoxide in yeast. S. cerevisiae aged cells, superoxide DHE fluorescence; active compounds read low. superoxide response (% of plate mean), % at 10 µM. actives 0.18% (n = 330,000);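 active means superoxide response under a set limit, about three screen SD below normal, cut at about 65% in these data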;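 further: yeast aged for seven days with compound at 30 °C before DHE staining; 100% = average MFI of all compound-treated wells on the plate with controls excluded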
GASC-1 inh = inhibitors of human GASC-1 (JMJD2C) demethylase | Q9H3R0 | GST-JMJD2C(1-420) H3K9me3 demethylation, DELFIA europium | inhibition, % at 2.35 µM | actives 0.069% (n = 330,000) | AID 2099;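 active means more than half of a compound's replicate wells show inhibition beyond 50%, single wells judged on their own value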;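 further: signal counts dimethyl H3K9 product captured on neutravidin plate; 0% = median of DMSO wells and 100% = 0.3 times that DMSO median; strong numbers were not always called active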
PP5 inh = blocks human protein phosphatase 5 activity. P53041. purified PP5c, OMFP substrate fluorescence. inhibition, % at 6.7 µM. actives 0.18% (n = 320,000). AID 1987;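 active means inhibition above the campaign's mean inhibition across all tested compounds plus 3 SD, cut at about 9.5% in these data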;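 further: 0% = DMSO only and 100% = 100 µM cantharidin control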
Target sequence (P53041 whole entry, looked up): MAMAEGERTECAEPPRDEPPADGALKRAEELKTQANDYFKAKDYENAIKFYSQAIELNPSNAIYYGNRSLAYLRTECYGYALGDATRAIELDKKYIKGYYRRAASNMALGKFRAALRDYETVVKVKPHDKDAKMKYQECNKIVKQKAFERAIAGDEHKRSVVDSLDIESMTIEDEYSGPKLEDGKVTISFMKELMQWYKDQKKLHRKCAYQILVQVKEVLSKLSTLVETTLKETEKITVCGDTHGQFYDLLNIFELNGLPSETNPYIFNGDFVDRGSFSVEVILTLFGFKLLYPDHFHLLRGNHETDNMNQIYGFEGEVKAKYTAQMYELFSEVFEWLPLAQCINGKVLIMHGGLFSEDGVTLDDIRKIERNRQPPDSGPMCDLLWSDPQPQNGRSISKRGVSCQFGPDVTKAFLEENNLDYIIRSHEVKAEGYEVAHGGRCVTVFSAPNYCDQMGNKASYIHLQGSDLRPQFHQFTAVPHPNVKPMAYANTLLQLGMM
CTSL1 counter = cathepsin L1 inhibition, PFM18AAP counter-screen. inhibition, % at 5.96 µM. AID 1906. recombinant F. hepatica cathepsin L1, Z-Leu-Arg-MCA fluorescence. actives 0.49% (n = 300,000);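 active means inhibition above the mean of all tested compounds plus 3 SD, set per screening campaign, cut at about 17% in these data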;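 further: 0% = plate median of test compound wells and 100% = 1 µM Z-Phe-Ala-diazomethylketone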
ZTA counter = blocks Epstein-Barr virus ZTA, an EBNA-1 counter-screen; ZTA-DNA binding, fluorescence polarization; inhibition, % at 11 µM; actives 0.15% (n = 320,000); AID 2234; P03206; in the data active means inhibition above about 33%
Target sequence (P03206 whole entry, looked up): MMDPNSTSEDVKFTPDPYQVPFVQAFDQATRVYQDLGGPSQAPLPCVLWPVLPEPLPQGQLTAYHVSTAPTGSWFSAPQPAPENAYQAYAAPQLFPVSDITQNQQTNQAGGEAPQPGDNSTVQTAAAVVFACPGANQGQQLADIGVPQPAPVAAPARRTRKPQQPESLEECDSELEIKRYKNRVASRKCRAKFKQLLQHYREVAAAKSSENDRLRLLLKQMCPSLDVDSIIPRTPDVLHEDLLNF
PP1 inh = counter-screen for PP5 inhibitors: inhibitors of human PP1-alpha; P62136; purified PP1alpha, OMFP fluorescence; inhibition, % at 6.7 µM; actives 0.9% (n = 320,000); AID 2235;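 active means inhibition above the mean inhibition of all tested compounds plus 3 SD, computed separately for each screening campaign, cut at about 15% in these data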
Target sequence (P62136 whole entry, looked up): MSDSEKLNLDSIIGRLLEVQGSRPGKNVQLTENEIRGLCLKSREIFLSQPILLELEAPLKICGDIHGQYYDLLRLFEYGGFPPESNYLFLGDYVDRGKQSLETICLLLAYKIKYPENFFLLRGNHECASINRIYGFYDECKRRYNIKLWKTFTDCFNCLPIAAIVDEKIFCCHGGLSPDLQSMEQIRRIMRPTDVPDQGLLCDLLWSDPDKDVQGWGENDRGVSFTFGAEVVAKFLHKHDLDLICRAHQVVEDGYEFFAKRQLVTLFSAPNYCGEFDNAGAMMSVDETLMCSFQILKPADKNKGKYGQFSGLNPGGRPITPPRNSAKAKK
EBNA-1 inh = blocks EBNA-1 binding to DNA | EBNA-1 DNA binding, fluorescence polarization | actives 0.34% (n = 300,000) | inhibition, % at 14.8 µM; in the data active means inhibition above about 28%
* = called active by the depositor; i = inactive; nt = not tested or not shown.

Value order: TPT1 inh	HCV core dimer	EBNA-1 inh	GASC-1 inh	ZTA counter	CTSL1 counter	PP5 inh	Yeast superoxide	PP1 inh
(1) Cc1sc(NC(=O)CS(=O)(=O)c2ccccc2)c(C(N)=O)c1C
    2	2	0	11	10	-4	5.2	102	9
(2) O=C(CSc1nc2ccccc2c(=O)[nH]1)N1CCN(S(=O)(=O)c2ccccc2)CC1
    -1	1	-3	1	13	-4	-0.1	96	0
(3) CCCNS(=O)(=O)c1ccc(CCC(=O)Nc2ccc3c(c2)OCCO3)cc1
    -3	-1	-7	-3	-24	-1	2.2	105	1
(4) Cc1cc(C2=CC(C)(c3cc(C)oc3C)Nc3nc(C(F)(F)F)nn32)c(C)o1 (centres undefined)
    -5	30	9	36	4	7	-1.8	109	8
(5) COc1ccccc1CNC(=O)c1nn(C)c2c1CS(=O)(=O)c1ccccc1-2
    -1	12	-1	-12	-6	1	1.0	107	-7
(6) O=C1NC(Cc2c[nH]c3ccccc23)C(=O)N1Cc1cccc2ccccc12 (centres undefined)
    -1	3	-1	8	9	2	5.4	112	-3
(7) COc1ccccc1N1CCN(C(c2cccs2)C(C)NC(=O)c2cccs2)CC1 (centres undefined)
    -1	1	9	-15	-8	-31	3.6	107	-2
(8) CC1CCCC(CC(=O)O)(CC(=O)O)C1 (centres undefined)
    -1	-4	-4	-7	0	-2	5.0	112	-7
(9) CC(C)c1cc(NCCOCCO)n2c(nc3ccccc32)c1C#N
    0	2	-3	7	1	-3	2.1	106	-2
(10) CCOC(=O)C1CCN(S(=O)(=O)CCNC(=O)c2ccc(F)cc2)CC1
    2	3	0	5	10	4	-2.4	99	-3
(11) CCCNC(=O)Nc1nc(CC(=O)OCC)cs1
    -4	-8	6	-11	-20	2	-0.9	111	-1
(12) COc1ccc(-c2nc(C#N)c(NCc3ccc(C)cc3)o2)cc1OC
    -4	2	-7	10	1	0	2.1	117	0
(13) COc1ccc(N2CCN(C(=O)c3ccc(S(=O)(=O)N4CCCC4)cc3)CC2)cc1
    -2	7	2	-1	-1	-2	-0.5	116	-5
(14) NC(=S)Cc1ccc(Cl)cc1Cl
    2	-2	3	-5	-1	-4	0.6	77	-2
(15) Nc1cccnc1Sc1ccc(Cl)cc1
    -4	-4	-10	3	-11	-3	-3.4	127	-3
(16) COc1ccccc1NC(=O)CSc1nc2sc3c(c2c(=O)n1-c1ccccc1)CCN(C)C3
    20	-84	-7	3	23	6	3.1	103	21*
(17) CC(=O)c1ccccc1NC(=O)CSc1nnc2ccccn12
    -5	-4	1	5	-8	-1	1.8	96	-1
(18) COC(=O)c1cc(NC(=O)c2ccccc2F)cc(C(=O)OC)c1
    1	1	-8	-3	-15	4	1.9	104	3
(19) CC(C)(C)c1ccc(-c2noc(-c3ccno3)n2)cc1
    1	-1	-11	-4	-18	5	3.6	118	-7
(20) CCOC(=O)c1ccc(NS(=O)(=O)c2ccc3[nH]c(=O)[nH]c3c2)cc1
    1	-3	-3	22	12	-1	-1.1	92	-5
(21) C/C(CCc1ccccc1)=N\NC(=S)NCCc1ccccc1
    -3	6	-10	-6	-7	2	3.7	96	0
(22) NC(N)=N/N=C/c1ccc2cccc(OCc3ccccc3)c2n1
    1	-1	1	-11	-7	-3	0.7	95	5
(23) OC(COc1ccc(OCc2ccccc2)cc1)CN1CCCCC1 (centres undefined)
    -3	-4	-10	4	-3	-1	2.9	105	-2
(24) CN(CC(=O)NCc1ccc2c(c1)OCO2)S(=O)(=O)c1ccc(F)cc1
    3	3	-1	2	-2	3	-1.9	105	-3
(25) CC(=O)CCc1c(C)nc2ccc(C)cc2c1Cl
    -4	-18	-4	0	-16	4	2.1	91	3
(26) Cc1coc2c(C)c3oc(=O)c(CCC(=O)NCCCn4ccnc4)c(C)c3cc12
    2	-3	-15	i	8	2	5.0	106	-1
(27) CC(=O)N/C(=C/c1ccc2c(c1)OCO2)C(=O)NCc1ccccc1
    -2	-6	-2	-6	11	3	-0.1	94	-3
(28) COc1cc(/C=N/n2c(-c3cc(C)[nH]n3)n[nH]c2=S)cc(OC)c1OC
    1	0	11	6	0	-1	0.2	96	-2
(29) C=CCn1c2c(c(=O)[nH]c1=S)CN(C(C)c1ccccc1)CN2 (centres undefined)
    -1	8	6	1	-12	2	-0.1	91	-1
(30) Cc1ccc(NC(=O)c2ccccc2OCc2c(C)noc2C)cc1S(=O)(=O)N(C)C
    nt	nt	nt	-6	-7	nt	5.4	93	-3

Gathered by group, those above containing a Cl atom
Value order: TPT1 inh	HCV core dimer	EBNA-1 inh	GASC-1 inh	ZTA counter	CTSL1 counter	PP5 inh	Yeast superoxide	PP1 inh
(14) NC(=S)Cc1ccc(Cl)cc1Cl
    2	-2	3	-5	-1	-4	0.6	77	-2
(15) Nc1cccnc1Sc1ccc(Cl)cc1
    -4	-4	-10	3	-11	-3	-3.4	127	-3
(25) CC(=O)CCc1c(C)nc2ccc(C)cc2c1Cl
    -4	-18	-4	0	-16	4	2.1	91	3

Later entries:
Value order: TPT1 inh	HCV core dimer	EBNA-1 inh	GASC-1 inh	ZTA counter	CTSL1 counter	PP5 inh	Yeast superoxide	PP1 inh
(31) COc1ccc(C(=O)O)cc1NCc1cccnc1
    -1	-17	-5	-9	-2	-3	-2.8	90	-13
(32) CCOC(=O)N1N=C(c2ccc(C)cc2)CC1(O)C(F)(F)F (centres undefined)
    0	-10	-1	-5	0	-1	0.9	90	2
(33) O=C(NCCCN1CCOCC1)c1ccc(Sc2ccc(Br)cc2)c([N+](=O)[O-])c1
    -2	-5	2	12	-4	-1	-1.0	100	-2
(34) COC(=O)c1ccc(CSc2ccc3nnc(-c4ccccn4)n3n2)o1
    2	-5	-9	-3	5	5	2.7	106	0
(35) CN(Cc1ccc(F)cc1)C(=O)c1ccc(NS(=O)(=O)c2ccccc2)cc1
    0	0	3	i	-1	3	-1.2	89	-2
(36) COc1ccc(C(=O)CSc2nnc(CNC(=O)c3ccccc3)n2C)cc1
    -3	-2	-6	-1	-1	0	1.6	106	-1
(37) COc1ccc(-c2nn(-c3ccccc3)cc2C2CC(c3cccs3)=NN2C(=O)CCC(=O)O)cc1 (centres undefined)
    -2	18	4	5	-8	-1	-0.6	104	0
(38) Cc1cc(=O)[nH]c(N/N=C/c2ccc(Br)s2)n1
    -1	-7	-16	4	-17	2	1.2	113	-2
(39) O=C(CCCOc1ccc(Cl)cc1)Nc1ccc(N2CCOCC2)cc1
    -1	13	24	8	-3	3	-2.2	102	-3
(40) CCn1c(=O)c(C(=O)NNS(=O)(=O)c2ccc(Cl)cc2)c(O)c2ccccc21
    -2	14	4	-12	2	-2	1.2	101	15
(41) CC1(C)CC2CC(C)(CN2S(=O)(=O)c2cccc(N)c2)C1 (centres undefined)
    -3	5	-8	-11	6	3	2.2	108	-1
(42) CCC(C)NCCC(=O)Nc1ccc(Cl)c(S(=O)(=O)Nc2ccc(Cl)cc2)c1 (centres undefined)
    3	-3	-5	-2	6	0	-1.3	99	-2
(43) C/C(=N\NC(=O)Cc1ccc(Cl)cc1)c1ccccn1
    2	-2	-3	10	-3	-4	-1.9	115	-10
(44) Cc1ccccc1-n1c(SCC(=O)N2CCOCC2)nc(O)c(Cc2ccccc2)c1=O
    3	-6	-21	-13	-3	-3	0.5	113	-2
(45) COc1ccc(Cl)cc1-c1nc(SCC(=O)N(C)C)n[nH]1
    0	-6	1	-32	-9	7	1.2	86	4
(46) CCOc1ccccc1NC1=C(Cl)C(=O)N(c2ccccc2)C1=O
    0	7	0	1	-6	1	1.9	106	-3
(47) COc1ccc(CCN(C)C(=O)c2ccc(C)c(S(=O)(=O)N3CCCCC3)c2)cc1OC
    nt	nt	nt	-1	7	nt	-0.1	100	-4
(48) COc1ccc2oc(C(=O)OCC(=O)NCc3ccco3)c(C)c2c1
    -1	1	-6	-1	7	2	-0.5	116	-4
(49) CCSc1nnc(-c2cnn(-c3ccccc3)c2-n2cccc2)n1C
    -4	10	-9	3	0	-2	2.4	88	-3
(50) CCOC(=O)Cn1nc(C)n(-c2ccc(C(C)(C)C)cc2)c1=O
    -3	-3	-2	-17	10	2	0.9	95	-1
(51) Cc1nc(CN2CCCC2=NC#N)n(-c2ccccc2)n1
    -1	-2	-5	89	-17	-1	0.1	101	-4
(52) CCC(=O)N(Cc1cc2c(C)ccc(C)c2[nH]c1=O)C1CCCCC1
    -2	5	-2	1	7	7	-2.7	104	-1
(53) C[n+]1cccc(C(=O)NCC2CCCO2)c1 (centres undefined)
    -1	-11	-6	-4	1	-2	1.8	104	2
(54) O=C(N/N=C/c1ccc(Cl)s1)C(O)c1ccccc1 (centres undefined)
    5	-1	-21	5	-3	5	9.2	101	2
(55) CCC1(C)Cc2c(sc3nnn(CC(=O)Nc4ccc(Cl)cc4)c(=O)c23)CO1 (centres undefined)
    0	6	7	-6	0	3	6.7	96	2
(56) COc1ccc(OCC2NCCc3cc(OC)c(OC)cc32)cc1 (centres undefined)
    1	-3	5	-4	0	0	-0.3	113	-4
(57) O=C(Nc1ccc2c(c1)CCC2)Nc1ccccc1Cl
    -3	-11	-2	-14	-14	0	4.2	103	3
(58) CC(=O)Nc1ccc(NC(=O)C2CC(=O)N(C(C)C)C2)cc1 (centres undefined)
    -1	4	-1	4	11	-5	0.6	92	4
(59) COCCCNC(=O)C(Cc1ccccc1)NS(=O)(=O)c1ccc2c(c1)c(=O)n(C)c(=O)n2C (centres undefined)
    0	0	2	-2	4	-1	-0.3	105	-7
(60) COCC1CCN(C(=O)c2ccc3oc(Cc4ccc(Cl)cc4)nc3c2)C1 (centres undefined)
    1	-5	3	3	-5	-1	0.5	105	-1
(61) CCn1c(SCC(=O)N2CCCCC2)nc2c(c1=O)SCC2
    -1	-16	4	-12	-4	-1	0.1	86	1
(62) O=C1CC(c2ccccc2)SC(N(c2ccccc2)c2ccccc2)=N1 (centres undefined)
    0	11	-2	7	-12	2	0.9	71	3
(63) CCC(=O)N1c2ccccc2NC2=C(C(=O)CCC2)C1c1ccc(N(C)C)cc1 (centres undefined)
    6	-5	10	-10	10	1	-2.4	107	-3
(64) COC(=O)c1c(C)c(OC(=O)c2c(C)cc(O)c(C=O)c2O)cc(C)c1O
    1	-4	0	-27	-4	-2	5.6	107	-3
(65) COc1ccc(/C=N/NC(=O)c2ccc(N(C)S(=O)(=O)c3ccccc3)cc2)cc1
    -2	11	-7	-7	-19	0	3.5	92	-3
(66) CCN(CC)C(=O)c1ccc2c(=O)n(CCOC)c(=S)[nH]c2c1
    3	4	-19	2	1	1	0.6	107	-2
(67) CCOC(=O)c1ccccc1NC(=O)c1ccccc1SC
    -1	10	-2	5	-14	4	2.3	92	1
(68) CC(C)N1C[C@@]23C=C[C@@H](O2)C(C(=O)OCc2ccccc2)[C@H]3C1=O (some centres undefined)
    -3	-1	1	-3	-5	5	-0.8	71	-2
(69) CN(C)c1nc(SCCOC(=O)COc2ccc(Cl)cc2Cl)nc(N(C)C)n1
    2	3	-7	-3	-6	0	11*	102	-2
(70) CN(C)c1nnnn1-c1ccc(OC(F)(F)F)cc1
    1	-4	-14	-1	-3	-4	0.1	102	-1
(71) FC(F)Sc1ccc(NC(=S)NC(c2ccccc2)c2ccccc2)cc1
    -1	4	-5	18	6	-3	2.1	125	5
(72) Cc1cc(C)n(-c2ccc(C(=O)NCc3ccc(F)cc3)cc2)n1
    -2	-6	-13	7	-6	-4	1.7	96	1
(73) CN(c1ccccc1)S(=O)(=O)c1cc(C(=O)N2CCN(c3ccccn3)CC2)ccc1Cl
    0	10	-3	8	-4	-3	3.4	100	5
(74) COc1ccc(C(=O)c2oc3ccccc3c2N)cc1
    -4	-1	0	-3	-17	2	3.0	108	3
(75) O=C1c2ccccc2C(=O)c2cc(NC(=O)C3CC3)ccc21
    -1	13	4	-8	-2	1	-0.6	98	0

From PubChem BioAssay
